KLF5 inhibitor – kruppel-like factor 5 inhibition | DLD-1 KLF5 promoter-luciferase reporter, luminescence | inhibition, % at 5 µM | AID 1700 | 290,000 tested, 0.23% active;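 active = inhibition above a per-plate limit of that plate's mean compound inhibition plus 3 SD, cut at about 60% in these data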;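 also: 0% = DMSO wells and 100% = LY294002 at 200 µM; higher means less KLF5 promoter-driven luciferase light; inactives centre near -14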
AI-2 QS mod – modulators of Vibrio harveyi AI-2 quorum sensing system; Vibrio harveyi JMH597 AI-2 luminescence/OD600 ratio, 9 h; hits give low values; strain lacks LuxN and CqsS sensors; 0 = neutral-control median; activity change, % at 7.5 µM; 300,000 tested, 0.4% active; in the data active = activity change below about -75%, passing the limit was not always enough; inconclusive = no clear call, values can overlap the other calls;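 also: luminescence divided by OD600 gain over 9 h not by final OD600 alone; inactives centre near 13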
aSyn 5UTR inh – 5' untranslated region of α-synuclein, MLPCN primary screen; alpha-synuclein 5'UTR reporter, inhibitor activity; AID 1813; inhibition, % (tested at 7.5 µM); 300,000 tested, 0.82% active; in the data active = inhibition above about 60%; inconclusive = no clear call, values can overlap the other calls;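 also: H4 neuroglioblastoma cells stably carrying SNCA 5'UTR luciferase fusion; 0% = DMSO wells and 100% = positive control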
HIF act – HIF pathway transcriptional activation; 300,000 tested, 0.32% active; AID 1910; U2OS HRE-luciferase reporter, luminescence; normalized: DMSO 0%, desferrioxamine 100%; activation, % at 7.5 µM (by protocol);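 active = mean activation of at least 10% of the iron chelator positive control signal, with at least half of replicates also reaching 10%; inconclusive = mean and replicate majority disagree about reaching 10%; inactive = mean and most replicates under 10%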
HSP90 refold inh – inhibitors of HSP90 luciferase refolding in rabbit reticulocyte lysate. luciferase refolding luminescence, 3 h. inhibition, % at 5.6 µM. 290,000 tested, 0.91% active. AID 1789;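 active = inhibition above the screen-wide mean plus 3 SD, computed separately per campaign, cut at about 16% in these data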;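 also: 0% = DMSO wells and 100% = 60 µM geldanamycin wells; inhibitors lower the luminescence because luciferase stays unfolded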
IEC-6 cytotox – kills IEC-6 intestinal cells in KLF5 counter-screen. AID 1825. inhibition, % at 5 µM. IEC-6 cytotoxicity, luminescence viability. 290,000 tested, 0.78% active; in the data active = inhibition above about 22%;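 also: 0% = plate median of test compound wells and 100% = cytotoxic reference compound wells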
GSK3B inh – inhibitors of human GSK3beta kinase | 300,000 tested, 0.038% active | AID 2097 | activity score (negative = inhibition), % at 10 µM | GST-GSK3beta kinase, ADP-Glo luminescence, 60 min; hits give low values;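 active = more than half of replicate wells score below -50%, meaning over 50% inhibition versus plate controls; inconclusive = some replicates but at most half score below -50%; inactive = no replicate scores below -50%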;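 also: 0% = median DMSO wells and -100% = median GW8510 positive control wells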
Target sequence (P49841 whole entry, looked up): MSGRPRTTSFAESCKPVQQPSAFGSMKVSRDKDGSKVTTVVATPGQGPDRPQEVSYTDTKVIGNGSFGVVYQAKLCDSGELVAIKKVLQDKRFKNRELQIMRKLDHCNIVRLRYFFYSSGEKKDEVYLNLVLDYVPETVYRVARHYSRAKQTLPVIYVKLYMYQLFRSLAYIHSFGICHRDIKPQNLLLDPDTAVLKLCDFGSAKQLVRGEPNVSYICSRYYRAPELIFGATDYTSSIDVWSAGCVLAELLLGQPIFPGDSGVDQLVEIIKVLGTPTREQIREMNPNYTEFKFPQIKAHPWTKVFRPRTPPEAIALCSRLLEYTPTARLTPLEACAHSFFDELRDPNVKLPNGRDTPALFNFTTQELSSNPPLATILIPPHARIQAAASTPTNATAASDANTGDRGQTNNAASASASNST
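Test system – GST-tagged human GSK3beta kinase, cell-free · Incubation – 60 min enzyme reaction, room temperature · Signal – ADP-Glo luminescence · Also added – peptide substrate and ATP at 25 µM · Controls – DMSO neutral wells and GW8510 at 20 µM as positive · Buffer or medium – Tris/MgCl2 kinase buffer · Measure – Luminescence-derived activity versus plate DMSO and GW8510 wells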
HSF1 inhib – HSF1 inhibition | NIH3T3-HGL HSE-luciferase, MG132-induced, luminescence 8 h; hits give low values | activity change, negative = inhibition, % at 7.5 µM (by protocol) | 300,000 tested, 0.77% active;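 active = more than half of replicate wells show activity change below -50%, luminescence cut by over half; inconclusive = some wells, but at most half, below -50%; inactive = no replicate well below -50%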;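 also: luciferase reports HSF-1 transcriptional activity via heat shock element; 0% = median of DMSO wells and -100% = zero luminescence signal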
GSK3A inh – human GSK-3 alpha kinase inhibition; P49840; ADP-Glo luminescence, 60 min; inhibition, % at 10 µM; 320,000 tested, 0.1% active;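 in the data active = inhibition above about 50%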;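 also: GST-tagged GSK-3 alpha with peptide substrate and 25 µM ATP; 0% = DMSO neutral wells and 100% = GW8510 positive control wells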
Target sequence (P49840 whole entry, looked up): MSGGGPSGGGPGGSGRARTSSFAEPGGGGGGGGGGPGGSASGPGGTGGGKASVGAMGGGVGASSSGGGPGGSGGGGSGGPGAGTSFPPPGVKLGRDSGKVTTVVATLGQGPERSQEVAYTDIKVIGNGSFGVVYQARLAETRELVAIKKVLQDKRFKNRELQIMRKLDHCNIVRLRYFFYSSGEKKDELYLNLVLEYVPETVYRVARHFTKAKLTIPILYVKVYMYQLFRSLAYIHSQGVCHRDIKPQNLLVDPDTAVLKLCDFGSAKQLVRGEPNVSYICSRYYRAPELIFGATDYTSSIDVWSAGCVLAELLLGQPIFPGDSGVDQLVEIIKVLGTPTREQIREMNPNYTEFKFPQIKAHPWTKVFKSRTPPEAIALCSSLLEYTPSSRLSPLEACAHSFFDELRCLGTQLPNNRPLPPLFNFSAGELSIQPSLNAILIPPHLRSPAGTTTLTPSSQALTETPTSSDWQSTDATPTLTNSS
HSF-1 act – increases HSF-1 driven luciferase reporter signal. NIH3T3-HGL HSF-1 luciferase reporter, MG132, 8 h; 100% = twice DMSO control signal. activation, % at 9 µM. 300,000 tested, 1.7% active;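 active = mean replicate activation of at least 50% with a set share of replicates each reaching 50%; inconclusive = only one of those two conditions met; inactive = mean below 50% and too few replicates reaching it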;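 also: 0% = median of the neutral control wells and 100% = twice that signal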
Numbers without * were called inactive; ? = inconclusive; · = no result given. An unsorted share of the library (roughly 4.7% active in at least one column).

The first 8 records, to show the layout:
no.	molecule	AI-2 QS mod	HSF1 inhib	HSF-1 act	HIF act	GSK3B inh
1	COc1ccccc1N1CCN(C(=O)Cc2c(C(=O)O)[nH]c3ccc(Cl)cc23)CC1	2	-3	-17	0.0	0
2	CCOC(=O)C1CCCN(c2c(NCCCN(CC)c3cccc(C)c3)c(=O)c2=O)C1 (stereo not drawn)	24	22	20	0.4	1
3	Cc1nn(-c2ccccn2)c2c1C(c1c(F)cccc1Cl)C1=C(N2)c2ccccc2C1=O (stereo not drawn)	15	-9	-8	0.1	3
4	COC(=O)c1cc(S(=O)(=O)N2c3ccccc3CC2C)c[nH]1 (stereo not drawn)	1	-3	12	-0.4	-1
5	Cn1nccc1NS(=O)(=O)c1ccc(C(C)(C)C)cc1	14	1	16	-0.4	-2
6	O=C(NNC(=O)C1CCN(S(=O)(=O)c2ccccc2C(F)(F)F)CC1)c1ccccc1O	30	-3	-3	0.0	3
7	COc1ccc(NC(=O)c2cc(C)on2)cc1	12	16	16	2.1	1
8	COC(=O)CP(=O)(c1ccccc1)c1ccccc1	1	-4	5	-0.1	-1

no.	IEC-6 cytotox	GSK3A inh	KLF5 inhibitor	HSP90 refold inh	aSyn 5UTR inh
1	0	-7	-16	-3	18
2	4	-2	-8	8	1
3	2	-8	14	5	20
4	3	-2	-22	-4	14
5	5	0	18	1	-17
6	·	1	·	·	8
7	-1	0	-83	0	-106
8	-2	-8	-6	1	7

Results, previewed entries included:
no.	molecule	AI-2 QS mod	HSF1 inhib	HSF-1 act	HIF act	GSK3B inh
1	COc1ccccc1N1CCN(C(=O)Cc2c(C(=O)O)[nH]c3ccc(Cl)cc23)CC1	2	-3	-17	0.0	0
2	CCOC(=O)C1CCCN(c2c(NCCCN(CC)c3cccc(C)c3)c(=O)c2=O)C1 (stereo not drawn)	24	22	20	0.4	1
3	Cc1nn(-c2ccccn2)c2c1C(c1c(F)cccc1Cl)C1=C(N2)c2ccccc2C1=O (stereo not drawn)	15	-9	-8	0.1	3
4	COC(=O)c1cc(S(=O)(=O)N2c3ccccc3CC2C)c[nH]1 (stereo not drawn)	1	-3	12	-0.4	-1
5	Cn1nccc1NS(=O)(=O)c1ccc(C(C)(C)C)cc1	14	1	16	-0.4	-2
6	O=C(NNC(=O)C1CCN(S(=O)(=O)c2ccccc2C(F)(F)F)CC1)c1ccccc1O	30	-3	-3	0.0	3
7	COc1ccc(NC(=O)c2cc(C)on2)cc1	12	16	16	2.1	1
8	COC(=O)CP(=O)(c1ccccc1)c1ccccc1	1	-4	5	-0.1	-1
9	Cc1cc(SCc2ccccc2)nc(=O)[nH]1	12	-3	6	0.0	-2
10	CCOCCn1c(CN2CCN(c3ccc(OC)cc3)CC2)nc2c1c(=O)n(C)c(=O)n2C	15	-1	-1	-0.3	3

no.	IEC-6 cytotox	GSK3A inh	KLF5 inhibitor	HSP90 refold inh	aSyn 5UTR inh
1	0	-7	-16	-3	18
2	4	-2	-8	8	1
3	2	-8	14	5	20
4	3	-2	-22	-4	14
5	5	0	18	1	-17
6	·	1	·	·	8
7	-1	0	-83	0	-106
8	-2	-8	-6	1	7
9	-3	1	-25	1	-1
10	0	-1	-23	-3	15

Following part.
no.	molecule	AI-2 QS mod	HSF1 inhib	HSF-1 act	HIF act	GSK3B inh
11	O=C(Nc1ccccc1N1CCOCC1)C1(c2ccc(Cl)cc2)CCC1	10	-9	-14	-0.1	1
12	CCN(C(=S)NC(=O)C1CC1)c1ccccc1	1	4	-4	0.7	0
13	Cc1ccc(N2C(=O)c3ccccc3C2Nc2ccccc2)nc1 (stereo not drawn)	12	18	15	2.6	-1
14	CCCNC(=O)/C(C#N)=C1\N=C(NC(=O)c2cccs2)c2ccccc21	13	-26	-40	-0.1	2
15	CCOC(=O)c1cccc(NC(=O)CSc2nnc(-c3ccoc3C)n2CCOC)c1	2	-14	-9	-0.5	-2
16	CCCCCCNC(=O)c1cccc(-c2ccc(C)c3ccccc23)n1	32	5	5	0.4	0
17	O=C(Cc1coc(-c2ccc(F)cc2)n1)NCc1ccccc1	29	2	20	0.1	2
18	Cc1ccccc1OCC(=O)NC(=S)Nc1ccccc1N1CCN(S(C)(=O)=O)CC1	21	8	11	-1.0	-3
19	O=C(c1ccc2c(=O)n3c(nc2c1)CCCCC3)N1CCN(Cc2ccccc2)CC1	-2	-10	-2	0.1	-3
20	O=C(Nc1cc(F)cc(F)c1)c1ccc(NCCCN2CCCCCC2)c([N+](=O)[O-])c1	0	8	3	0.4	-11

no.	IEC-6 cytotox	GSK3A inh	KLF5 inhibitor	HSP90 refold inh	aSyn 5UTR inh
11	0	-3	-17	3	33
12	8	2	-29	3	10
13	-9	-1	-174	4	-34
14	8	-3	5	-1	25
15	-5	2	-1	-2	8
16	4	0	-3	-1	15
17	-5	-2	-10	-1	-6
18	-6	2	-26	0	-17
19	2	0	10	6	19
20	3	0	-26	5	-49

Continuation:
no.	molecule	AI-2 QS mod	HSF1 inhib	HSF-1 act	HIF act	GSK3B inh
21	Cc1ccc(=O)n(C(C(=O)NCc2ccco2)C(=O)c2ccc(F)cc2)c1 (stereo not drawn)	8	7	?	-1.2	2
22	O=C(Nc1ccccc1C(=O)NCCc1ccccc1)c1cnccn1	10	7	9	1.4	-2
23	Cc1nnc(NC(=O)CSc2nnc(-c3ccccc3)n2C)s1	39	-2	1	0.0	-3
24	COc1ccc(OC)c(C2C3=C(CCCC3=O)NC3=C2C(=O)CCC3)c1	39	-2	4	-19	-2
25	CCOC(=O)c1ccc(NC2Nc3cc(C)nn3S2)cc1 (stereo not drawn)	13	1	-5	0.6	-3
26	CC1=NNC(=O)/C1=C\c1cn(-c2ccccc2)nc1-c1ccccc1	17	55	?	-7.5	1
27	O=C(Nc1nc2ccccc2s1)c1c(F)cccc1Cl	23	9	22	2.4	4
28	CC(C)CC(=O)NC(=S)NNC(=O)c1ccc([N+](=O)[O-])cc1	-16	-5	5	0.3	6
29	CCN1CCc2c(sc(NC(=O)Cc3ccccc3)c2C(=O)OC)C1	-3	-45	-56	0.7	0
30	O=C(Nc1ccc(S(=O)(=O)N2CCOCC2)cc1)c1ccc2ncsc2c1	9	-9	-15	1.0	2

no.	IEC-6 cytotox	GSK3A inh	KLF5 inhibitor	HSP90 refold inh	aSyn 5UTR inh
21	1	-5	-20	3	19
22	-6	-3	-63	-5	-68
23	6	-1	1	0	23
24	0	-1	-19	3	3
25	-8	1	3	-1	-13
26	-10	-2	-17	2	24
27	1	-2	-64	-1	-86
28	-1	-1	-23	5	1
29	-4	0	-19	-3	-8
30	5	-1	-52	11	-76

Going on with the list:
no.	molecule	AI-2 QS mod	HSF1 inhib	HSF-1 act	HIF act	GSK3B inh
31	CCC(C)Nc1nc2c(c(=O)n(C)c(=O)n2C)n1C (stereo not drawn)	23	-7	-4	0.0	-21
32	O=C(O)C1CSC(c2ccccc2Cl)N1C(=O)c1ccc(Cl)cc1 (stereo not drawn)	-3	-2	9	-0.3	4
33	Cc1ccc(Nc2nc(-c3sc(C)nc3C)cs2)cc1	-9	8	26	-3.3	1
34	COc1ccc(NC(=O)CNC(=O)Cn2ccc3ccccc3c2=O)c(OC)c1	11	4	-4	0.0	1
35	Cc1cc(Cl)ccc1OCC(=O)NCCOc1nc(N2CCOCC2)nc(N2CCOCC2)n1	44	3	-11	-5.4	3
36	CC(C)C(OC(=O)c1nsc(Cl)c1Cl)C(=O)NCC1CCCO1 (stereo not drawn)	-2	-8	-8	-0.2	0
37	COc1cccc2cc(C(N)=O)/c(=N\NC(=O)c3ccccc3)oc12	43	-43	-52	3.7	0
38	COc1ccc(-n2nc(C(=O)NCC(=O)NCCCN3CC(C)CC(C)C3)c3ccccc3c2=O)cc1Cl (stereo not drawn)	14	-7	3	0.2	0
39	CCOc1cc2[nH]c(=S)n(Cc3ccc(C(=O)NCCN(CC)CC)cc3)c(=O)c2cc1OCC	-4	-2	-2	1.0	3
40	COc1ccc(NC(=O)CC2C(=O)N(c3ccc(OC)cc3)C(=O)N2Cc2ccc(OC)c(OC)c2)cc1 (stereo not drawn)	22	3	-14	-0.3	0

no.	IEC-6 cytotox	GSK3A inh	KLF5 inhibitor	HSP90 refold inh	aSyn 5UTR inh
31	-3	0	-13	2	11
32	-2	·	5	-1	5
33	75*	-1	37	-1	6
34	-3	2	-3	-1	20
35	-10	8	-30	0	16
36	0	-3	-24	-1	-5
37	-6	-5	-72	10	-62
38	0	-1	-20	3	-8
39	-2	-2	5	11	-37
40	-4	2	-31	-2	24

Additional structures.
no.	molecule	AI-2 QS mod	HSF1 inhib	HSF-1 act	HIF act	GSK3B inh
41	Cc1c(CCC(C)C)c(-n2ccnc2C)n2c(nc3ccccc32)c1C#N	29	-2	4	0.0	1
42	CCOC(=O)c1cc([N+](=O)[O-])c([N+](=O)[O-])cc1NC(C)=O	11	-11	-6	-0.8	0
43	CN(CC(=O)Nc1ccc2c(c1)OCO2)S(=O)(=O)c1ccc(F)cc1	12	-3	1	0.8	2
44	NS(=O)(=O)c1ccc(CNc2ccc3ccccc3n2)cc1	26	7	23	1.2	0
45	CNc1nc(CCN2C(=O)c3ccccc3C2=O)cs1	19	-1	0	0.1	2
46	CCOC(=O)c1c(S(=O)(=O)Nc2ccccn2)c(C)n(C)c1C	27	-5	-3	1.2	0
47	O=C(O)CNC(=O)c1ccc(Oc2c(F)c(F)c(Oc3ccc(C(=O)NCC(=O)O)cc3)c(F)c2F)cc1	21	-1	32	-0.3	-1
48	Cc1cccn2c(=O)c3cc(S(=O)(=O)c4ccccc4)c(=N)n(Cc4ccco4)c3nc12	28	7	49	-34	5
49	COc1ccc(-n2nnnc2SCC(=O)N2CCCC2)cc1OC	-5	-5	-5	0.5	2
50	FC(F)(F)c1cc(CCN2CCNC[C@@H]2Cc2ccccc2)cc(C(F)(F)F)c1	18	3	24	0.5	-3
51	COc1cc(C(=O)N2CCCc3ccccc32)c([N+](=O)[O-])cc1OC	15	-9	-5	-0.9	-1
52	CCOc1ccccc1CN1CCN(S(=O)(=O)CC)CC1	12	-17	-35	-0.4	2
53	CC(=O)Nc1ccc(-c2cn3ccsc3n2)cc1	-4	10	1	0.8	1

no.	IEC-6 cytotox	GSK3A inh	KLF5 inhibitor	HSP90 refold inh	aSyn 5UTR inh
41	3	-1	-1	2	-7
42	5	0	7	-5	7
43	-6	0	-16	0	-12
44	4	2	-71	-1	-120
45	0	-2	14	1	0
46	-7	-2	-23	-4	-1
47	-3	-2	-27	-3	11
48	-14	5	-21	2	-11
49	-3	-2	-4	-3	14
50	·	1	·	·	-22
51	-5	1	-33	0	14
52	4	0	-28	6	19
53	-10	-3	-103	1	-71

From PubChem BioAssay
